TcdB inh – inhibitors of Clostridioides difficile toxin B glycohydrolase | TcdB glycohydrolase enzymatic assay, plate reader | P18177 | inhibition, % at 9.99 µM | AID 652162 | actives 0.24% (n = 350,000); in the data active = inhibition above about 10%
The depositor's hits bear a star. These rows are one share of the data (hit frequency here may not be typical).

Compound,TcdB inh
C[C@@H]1CN([C@@H](C)CO)C(=O)c2cc(NC(=O)Nc3ccc(F)cc3)ccc2O[C@@H](C)CCCCO[C@H]1CN(C)S(=O)(=O)c1cn(C)cn1,-2.0
CCCNC(=O)N1[C@@H]2Cn3c(ccc(-c4cccc(OC)c4)c3=O)[C@H]1[C@@H](C(=O)NCC)[C@@H]2CO,3.3
CN(C)C(=O)C[C@@H]1CC[C@@H]2[C@H](COC[C@H](O)CN2Cc2nccs2)O1,0.4
N#C[C@H]1[C@@H](c2ccc(C#CC3(O)CCCC3)cc2)[C@H](CO)N1C(=O)C1CCC1,-0.3
C[C@H]1CN([C@@H](C)CO)C(=O)c2cc(C#Cc3ccccc3F)cnc2O[C@H]1CN(C)C(=O)C1CC1,-0.7
C[C@@H]1CN([C@@H](C)CO)C(=O)Cc2cc(NS(C)(=O)=O)ccc2O[C@H]1CN(C)C(=O)Nc1ccccc1,-0.2
CO[C@H]1CN(C)C(=O)c2cc(NC(=O)NC(C)C)ccc2OC[C@@H](C)N(CC2CC2)C[C@H]1C,-1.2
CO[C@@H](CN(C)C(=O)c1ccc2c(c1)OCO2)[C@@H](C)CN([C@H](C)CO)S(=O)(=O)c1ccc(F)cc1,-0.8
O=C(CC1CC1)N1CC2(C1)[C@@H](c1ccccc1)[C@@H](CO)N2CC1CCOCC1,0.1
CO[C@H]1CN(C)C(=O)c2cc(NC(=O)C3CC3)ccc2OC[C@@H](C)N(CCC(F)(F)F)C[C@H]1C,0.7
COc1ccc2c3c([nH]c2c1)[C@H](CO)N(C(=O)c1cccnc1)CC31CCN(C(=O)c2cccnc2)CC1,1.4
C[C@H]1CN([C@@H](C)CO)C(=O)c2cc(C3=CCCCC3)cnc2O[C@H]1CN(C)C(=O)C1CCOCC1,0.6
C[C@@H]1CN([C@@H](C)CO)C(=O)c2cc(NS(=O)(=O)c3ccc(F)cc3)ccc2O[C@@H](C)CCCCO[C@H]1CN(C)S(=O)(=O)c1ccc(Cl)cc1,-1.3
O=C(C[C@@H]1C=C[C@@H](NC(=O)NC2CCCCC2)[C@@H](CO)O1)NCc1ccccc1,-0.1
Cc1noc(C)c1NC(=O)Nc1ccc2c(c1)C(=O)N([C@H](C)CO)C[C@@H](C)[C@H](CN(C)C)OCCCC[C@H](C)O2,-0.8
CO[C@H]1CN(C)C(=O)c2ccc(NC(=O)C3CC3)cc2OC[C@@H](C)N(C(=O)CN(C)C)C[C@@H]1C,1.0
Cc1cccc(S(=O)(=O)N[C@@H]2CC[C@H](CCNC(=O)CCN3CCCCC3)O[C@H]2CO)c1,0.3
C[C@@H]1CN([C@@H](C)CO)C(=O)c2cc(C#CCc3ccccc3)cnc2O[C@H]1CN(C)C(=O)C1CC1,0.5
COc1ccc(NC(=O)Nc2ccc3c(c2)C(=O)N([C@H](C)CO)C[C@H](C)[C@H](CN(C)C(=O)NC2CCCCC2)O3)cc1,0.1
CCCN1[C@H](C(=O)OC)[C@@H](CO)[C@@H]2Cn3c(ccc(C4=CCCCC4)c3=O)[C@@H]21,-0.9

Looked up above.
Value of C[C@H]1CN([C@@H](C)CO)C(=O)c2cc(C3=CCCCC3)cnc2O[C@H]1CN(C)C(=O)C1CCOCC1 in TcdB inh: 0.6
Value of CN(C)C(=O)C[C@@H]1CC[C@@H]2[C@H](COC[C@H](O)CN2Cc2nccs2)O1 in TcdB inh: 0.4

Further records.
Compound,TcdB inh
C[C@@H]1CN([C@H](C)CO)S(=O)(=O)c2ccc(C#CC3(O)CCCC3)cc2O[C@@H]1CN(C)C(=O)c1cccnc1,0.3
O=C1CN(S(=O)(=O)c2ccccc2)C[C@H]2[C@@H](c3ccc(C#CCc4ccccc4)cc3)[C@H](CO)N12,0.4
O=C(c1ccccc1F)N1C[C@H]2[C@@H](c3ccccc31)[C@@H](CO)N2C(=O)c1ccncc1,0.2
CCCC(=O)Nc1ccc2c(c1)C(=O)N(C)[C@@H]1CC[C@H](CC(=O)Nc3cn(C)nc3C)O[C@@H]1CO2,-0.6
C[C@H]1CCCCO[C@H](CN(C)C(=O)Nc2cccc3ccccc23)[C@@H](C)CN([C@@H](C)CO)C(=O)c2cc(NS(=O)(=O)c3ccccc3)ccc2O1,-0.4
O=C(C[C@H]1CC[C@@H](NC(=O)c2cccc(F)c2)[C@@H](CO)O1)NCc1ccc(Oc2ccccc2)cc1,0.4
COc1ccc(-c2ccc3n(c2=O)C[C@H]2[C@H](CO)[C@@H](C(=O)N4CCOCC4)[C@@H]3N2C)cc1,-0.8
CO[C@H]1CN(C)C(=O)c2cc(NC(=O)NC(C)C)ccc2OC[C@H](C)N(C(=O)NC(C)C)C[C@@H]1C,0.0
O=C(C[C@H]1C[C@H]2c3cc(NC(=O)c4ccc5c(c4)OCO5)ccc3O[C@H]2[C@H](CO)O1)NCC(F)(F)F,1.1
C[C@@H]1CCCCO[C@H](CN(C)C(=O)Cc2ccccc2)[C@H](C)CN([C@@H](C)CO)C(=O)c2cc(NC(=O)Nc3ccc(C(F)(F)F)cc3)ccc2O1,0.2
C[C@@H]1CN([C@H](C)CO)S(=O)(=O)c2ccc(C#Cc3ccncc3)cc2O[C@@H]1CN(C)C(=O)C1CC1,0.2
CNC[C@@H]1Oc2cc(C#CC3CCCC3)ccc2S(=O)(=O)N([C@@H](C)CO)C[C@H]1C,-4.3
C[C@@H]1CN([C@H](C)CO)C(=O)c2cc(NS(C)(=O)=O)ccc2O[C@@H](C)CCCCO[C@@H]1CN(C)Cc1ccc(C(=O)O)cc1,1.3
C[C@H](CO)N1C[C@H](C)[C@H](CN(C)C(=O)Nc2cccc3ccccc23)OCCCC[C@H](C)Oc2ccc(NC(=O)Cc3ccccc3)cc2C1=O,-1.4
C[C@H](CO)N1C[C@H](C)[C@H](CN(C)CC2CCCCC2)Oc2ccc(NC(=O)C3CCCCC3)cc2CC1=O,2.0
C[C@H]1CN([C@@H](C)CO)C(=O)c2cccc(NC(=O)c3ccncc3)c2O[C@@H]1CN(C)Cc1ccc(C(F)(F)F)cc1,-0.7
COCC(=O)Nc1ccc2c(c1)OC[C@@H](C)N(C(=O)c1ccccc1)C[C@H](C)[C@@H](OC)CN(C)C2=O,-1.0
C[C@@H]1CN([C@H](C)CO)C(=O)c2cc(NS(=O)(=O)c3cn(C)cn3)ccc2O[C@@H](C)CCCCO[C@@H]1CN(C)S(C)(=O)=O,-2.2
CN1C(=O)c2cc(NC(=O)C3CCOCC3)ccc2OC[C@@H]2O[C@@H](CC(=O)NCc3ccccc3F)CC[C@H]21,-1.5
O=C(C[C@H]1CC[C@@H](NC(=O)c2ccncc2)[C@H](CO)O1)NCC1CCCCC1,1.5

In the list so far, two contain two or more sulfur atoms:
Compound,TcdB inh
C[C@@H]1CN([C@@H](C)CO)C(=O)c2cc(NS(=O)(=O)c3ccc(F)cc3)ccc2O[C@@H](C)CCCCO[C@H]1CN(C)S(=O)(=O)c1ccc(Cl)cc1,-1.3
C[C@@H]1CN([C@H](C)CO)C(=O)c2cc(NS(=O)(=O)c3cn(C)cn3)ccc2O[C@@H](C)CCCCO[C@@H]1CN(C)S(C)(=O)=O,-2.2

Following part
Compound,TcdB inh
COc1ccc(S(=O)(=O)N(C)C[C@H]2Oc3ccc(NC(=O)Cn4cnnn4)cc3CC(=O)N([C@@H](C)CO)C[C@@H]2C)cc1,-0.6
CCCNC(=O)N1CC2(CCN(CC3CC3)CC2)c2c([nH]c3cc(OC)ccc23)[C@@H]1CO,0.4
COc1ccccc1C#Cc1cnc2c(c1)C(=O)N([C@@H](C)CO)C[C@@H](C)[C@@H](CN(C)C(=O)c1ccc3c(c1)OCO3)O2,-1.4
COC(=O)C[C@@H]1CC[C@@H]2[C@@H](COc3ccc(NC(=O)c4ccccc4)cc3C(=O)N2C)O1,1.1
C[C@H](CO)N1C[C@H](C)[C@@H](CN(C)S(=O)(=O)c2ccc(F)cc2)Oc2ccc(NS(=O)(=O)c3cccs3)cc2CC1=O,0.8
Cc1ccc(S(=O)(=O)Nc2ccc3c(c2)C(=O)N([C@@H](C)CO)C[C@@H](C)[C@H](CN(C)CC2CCCCC2)O3)cc1,0.3
CCC(=O)N1C[C@H](C)[C@H](OC)CN(C)C(=O)c2cc(NC(=O)c3ccc(F)cc3)ccc2OC[C@@H]1C,-1.3
COc1cccc(C#Cc2ccc3c(c2)O[C@@H](CN(C)S(=O)(=O)c2ccccc2F)[C@@H](C)CN([C@H](C)CO)S3(=O)=O)c1,-1.1
C[C@H]1CN([C@@H](C)CO)C(=O)c2cc(-c3cccc(C#N)c3)cnc2O[C@@H]1CN(C)Cc1ccccc1,0.6
O=C(C[C@H]1CC[C@H]2[C@@H](COC[C@@H](O)CN2S(=O)(=O)c2ccccc2)O1)NCC1CCCCC1,-2.0
C[C@@H]1CCCCO[C@@H](CN(C)C(=O)c2ccncc2)[C@H](C)CN([C@@H](C)CO)C(=O)c2cc(NS(=O)(=O)c3cn(C)cn3)ccc2O1,-0.5
O=C(C1CCOCC1)N1CC(=O)N2[C@H](CO)[C@H](c3ccc(C#CC4CC4)cc3)[C@H]2C1,1.1
CN1C(=O)c2cc(NC(=O)Cc3ccccc3)ccc2OC[C@@H]2O[C@H](CC(=O)NC3CCC3)CC[C@H]21,-0.1
C[C@@H]1CN([C@H](C)CO)C(=O)Cc2cc(NC(=O)C3CCCCC3)ccc2O[C@@H]1CN(C)CC1CC1,0.0
COc1ccc(S(=O)(=O)N(C)C[C@@H]2Oc3c(NC(=O)C4CC4)cccc3C(=O)N([C@@H](C)CO)C[C@@H]2C)cc1,-0.7
COc1ccc(NC(=O)Nc2cccc3c2O[C@H](CN(C)S(=O)(=O)c2ccccc2)[C@H](C)CN([C@H](C)CO)C3=O)cc1,1.0
N#C[C@H]1[C@H](c2ccccc2-c2ccc(F)cc2)[C@@H](CO)N1C(=O)NC1CCCC1,0.7
Cc1ccc(S(=O)(=O)N(C)C[C@@H]2OCCCC[C@@H](C)Oc3ccc(NS(=O)(=O)c4ccccc4)cc3C(=O)N([C@H](C)CO)C[C@@H]2C)cc1,1.1
Cc1noc(C)c1S(=O)(=O)N(C)C[C@@H]1OCCCC[C@@H](C)Oc2ccc(NC(=O)Cc3ccccc3)cc2C(=O)N([C@H](C)CO)C[C@H]1C,2.3
O=C(C[C@H]1CC[C@H]2[C@@H](COC[C@H](O)CN2C(=O)Nc2ccc(F)cc2)O1)NC1CCC1,0.1

Another view of part of the listing above:
> C[C@H]1CN([C@@H](C)CO)C(=O)c2cc(-c3cccc(C#N)c3)cnc2O[C@@H]1CN(C)Cc1ccccc1
  TcdB inh: 0.6

> O=C(C[C@H]1CC[C@H]2[C@@H](COC[C@@H](O)CN2S(=O)(=O)c2ccccc2)O1)NCC1CCCCC1
  TcdB inh: -2.0

> C[C@@H]1CCCCO[C@@H](CN(C)C(=O)c2ccncc2)[C@H](C)CN([C@@H](C)CO)C(=O)c2cc(NS(=O)(=O)c3cn(C)cn3)ccc2O1
  TcdB inh: -0.5

The list goes on.
Compound,TcdB inh
COc1cccc(-c2ccc3c(c2)O[C@@H](CN(C)C(=O)C2CC2)[C@H](C)CN([C@@H](C)CO)S3(=O)=O)c1,0.0
CCNC(=O)C[C@H]1CC[C@@H]2[C@@H](COc3ccc(NC(=O)c4ccc(F)cc4)cc3C(=O)N2C)O1,6.6
CN1C(=O)c2cc(NC(=O)Nc3ccccc3)ccc2OC[C@H]2O[C@@H](CC(=O)NC3CCC3)CC[C@H]21,0.1
COc1ccccc1NC(=O)N[C@@H]1CC[C@@H](CCNS(=O)(=O)c2ccc(C)cc2)O[C@@H]1CO,-0.8
CCCC(=O)N1CC2(CN(C(=O)CC3CC3)C2)c2c(n(C)c3cc(OC)ccc23)[C@@H]1CO,-0.3
COc1ccc(S(=O)(=O)Nc2ccc3c(c2)C(=O)N([C@H](C)CO)C[C@@H](C)[C@H](CN(C)S(C)(=O)=O)O3)cc1,-2.2
COc1cccc(NC(=O)N[C@H]2CC[C@H](CC(=O)NCc3ccccn3)O[C@H]2CO)c1,-0.6
O=C(C[C@@H]1CC[C@@H]2[C@H](COC[C@@H](O)CN2Cc2ccccc2F)O1)N[C@H]1CCN(Cc2ccccc2)C1,-0.5
COc1ccc(-c2cn(CCNC(=O)[C@H](Cc3ccccc3)NS(=O)(=O)c3ccc(C)cc3)nn2)cc1OC,1.3
COc1ccc(C#Cc2ccc([C@@H]3[C@@H](CO)N4C(=O)CN(C(=O)Nc5ccccc5F)C[C@H]34)cc2)cc1,0.9
CNC(=O)C[C@H]1CC[C@@H]2[C@H](COC[C@@H](O)CN2Cc2ccc(C(F)(F)F)cc2)O1,0.8
O=C(Cc1ccccn1)N[C@H]1C=C[C@H](CC(=O)N2CCCCC2)O[C@@H]1CO,-2.2
CCCC#Cc1ccc2c(c1)O[C@H](CN(C)C)[C@@H](C)CN([C@H](C)CO)S2(=O)=O,0.0
C[C@@H]1CCCCO[C@H](CN(C)CC2CC2)[C@@H](C)CN([C@@H](C)CO)C(=O)c2cc(NS(=O)(=O)c3ccc(F)cc3)ccc2O1,0.4
CCCNC(=O)N[C@@H]1CC[C@@H](CCn2cc(C3CC3)nn2)O[C@H]1CO,-0.1
Cn1cnc(S(=O)(=O)N2CCCCN3[C@H](CO)[C@H](c4ccc(-c5ccc(F)cc5)cc4)[C@H]3C2)c1,0.5
COc1ccc(NC(=O)Nc2ccc3c(c2)C(=O)N([C@H](C)CO)C[C@H](C)[C@H](CN(C)Cc2ccc4c(c2)OCO4)OCCCC[C@H](C)O3)cc1,0.4
COCC#Cc1cnc2c(c1)C(=O)N([C@@H](C)CO)C[C@H](C)[C@@H](CN(C)C(=O)Nc1ccccc1F)O2,-0.5
COc1ccccc1S(=O)(=O)N(C)C[C@@H]1Oc2cc(C#CCC3CCCC3)ccc2S(=O)(=O)N([C@H](C)CO)C[C@H]1C,0.4
CC(C)[C@H](C)NC(=O)N(C)C[C@H]1OCc2ccccc2-c2c(n(C)c3ccccc23)C(=O)N([C@@H](C)CO)C[C@H]1C,-0.1

Screening data: PubChem, Broad Institute
